CTSL1 counter: Fasciola hepatica cathepsin L1 inhibitors, primary screen, counter-screen for PFM18AAP inhibitor project, biochemical, QFRET, fluorogenic peptide substrate. inhibition, % at 5.96 µM. actives 0.49% (n = 300,000). recombinant F. hepatica cathepsin L1, Z-Leu-Arg-MCA fluorescence;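 active means inhibition above the mean of all tested compounds plus 3 SD, set per screening campaign, cut at about 17% in these data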;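 further: 0% = plate median of test compound wells and 100% = 1 µM Z-Phe-Ala-diazomethylketone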
EBNA-1 inh: EBNA-1 DNA-binding inhibitors, primary screen, biochemical, fluorescence polarization; inhibition, % at 14.8 µM; actives 0.34% (n = 300,000); in the data active means inhibition above about 28%
Efflux pump mplx: inhibitors of Candida efflux pumps in yeast, primary screen, S. cerevisiae, Nile Red, multiplex. AID 485275, 2010. S. cerevisiae Candida pump triplex. inhibition, % at 10 µM. actives 0.44% (n = 330,000);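 active means plate passing quality check with inhibition over a set limit, or well fluorescence over plate mean plus 4 SD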;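 further: Nile Red retained in pooled yeast measured as flow cytometry median fluorescence; 0% = buffer negative control and 100% = Enniatin B positive control; higher means more Nile Red kept so more efflux inhibition; some compounds called inactive have numbers as strong as hits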
PP1 inh: PP1-alpha phosphatase inhibitors, primary screen, counter-screen for PP5 inhibitor project, biochemical, fluorescence, OMFP substrate, single point. Serine/threonine-protein phosphatase PP1-alpha catalytic subunit (Homo sapiens), P62136. purified PP1alpha. inhibition, % at 6.7 µM. actives 0.9% (n = 320,000). AID 2235, 2010;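 active means inhibition above the mean inhibition of all tested compounds plus 3 SD, computed separately for each screening campaign, cut at about 15% in these data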
Target sequence (P62136 whole entry, looked up): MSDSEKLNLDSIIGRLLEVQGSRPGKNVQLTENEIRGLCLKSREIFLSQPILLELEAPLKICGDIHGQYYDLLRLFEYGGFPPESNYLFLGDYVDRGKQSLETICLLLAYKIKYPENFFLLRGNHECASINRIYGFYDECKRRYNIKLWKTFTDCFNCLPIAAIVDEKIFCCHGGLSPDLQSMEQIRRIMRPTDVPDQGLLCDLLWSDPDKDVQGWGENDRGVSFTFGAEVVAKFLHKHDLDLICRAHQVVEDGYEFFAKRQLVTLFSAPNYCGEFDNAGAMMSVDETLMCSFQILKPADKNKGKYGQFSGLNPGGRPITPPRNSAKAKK
PP5 primary: PP5 phosphatase inhibitors, primary screen, biochemical, fluorescence; purified PP5c, OMFP substrate fluorescence; inhibition, % at 6.7 µM; actives 0.18% (n = 320,000); AID 1987, 2009;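 active means inhibition above the campaign's mean inhibition across all tested compounds plus 3 SD, cut at about 9.5% in these data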;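 further: 0% = DMSO only and 100% = 100 µM cantharidin control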
ZTA counter: counter-screen for EBNA-1 inhibitors: inhibitors of Epstein-Barr virus ZTA. inhibition, % at 11 µM. AID 2234. ZTA-DNA binding, fluorescence polarization. P03206. actives 0.15% (n = 320,000); in the data active means inhibition above about 33%
Target sequence (P03206 whole entry, looked up): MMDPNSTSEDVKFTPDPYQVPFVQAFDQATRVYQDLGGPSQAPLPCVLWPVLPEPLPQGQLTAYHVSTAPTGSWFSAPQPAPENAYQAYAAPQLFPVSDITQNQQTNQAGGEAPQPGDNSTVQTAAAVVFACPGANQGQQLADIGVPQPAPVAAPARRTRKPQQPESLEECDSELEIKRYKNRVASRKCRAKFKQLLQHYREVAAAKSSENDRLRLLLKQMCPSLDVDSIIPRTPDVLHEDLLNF
TPT1 inhibitor: Candida albicans TPT1 enzyme inhibitors, primary screen, biochemical, fluorescence polarization; recombinant caTPT1, FP RNA substrate dephosphorylation; inhibition, % at 5 µM; actives 0.81% (n = 300,000); AID 1962, 2009;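 active means inhibition above the mean of all tested compounds plus 3 SD, set per screening campaign, cut at about 24% in these data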;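 further: plate controls were DMSO alone for no effect and ferristatin control at 100 nM for full effect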
PREPL inh: PREPL enzyme inhibitors, primary screen, biochemical, fluorescence polarization | recombinant PREPL, fluorescence polarization activity-based probe | inhibition, % at 5.96 µM | Prolyl endopeptidase-like (Homo sapiens), Q4J6C6 | actives 0.68% (n = 320,000); in the data active means inhibition above about 43%;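 further: 0% = enzyme with DMSO and 100% = wells lacking enzyme; many of its hits are not listed in these tables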
core dimer inh: inhibitors of HCV core protein dimerization, primary screen, biochemical, TR-FRET, high-throughput; TR-FRET GST/Flag-core106 dimerization, 1536-well; inhibition, % at 5 µM; actives 0.33% (n = 300,000);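 active means inhibition above the mean of all tested compounds plus 3 SD, set per screening campaign, cut at about 45% in these data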
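assay system = GST-tagged and Flag-tagged HCV core protein residues 1-106 | controls = unlabelled core106 and no-GST-core106 wells | incubation = compound-protein-antibody incubation 4 h at 22.5 °C | probe or stimulus = Eu donor and XL665 acceptor anti-tag antibodies | read-out = % inhibition based on acceptor/donor emission ratio | signal = TR-FRET 671 and 617 nm emission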
Numbers without * were called inactive; / = not tested or not shown. This is a subset; the hit share may differ from the screen's.

SMILES,CTSL1 counter,EBNA-1 inh,Efflux pump mplx,PP1 inh,PP5 primary,ZTA counter,TPT1 inhibitor,PREPL inh,core dimer inh
COc1cc(CN2CCN(CCCc3ccccc3)CC2CCO)cc(OC)c1 (stereo not given),1,-18,0.0,1,4.3,-8,-4,2,-10
CC1=C(C(=O)OCc2ccccc2)C(c2ccccc2)NC(=O)N1CCCC(=O)O (stereo not given),-1,15,-0.2,1,-0.6,-8,-4,7,-1
Cc1onc(-c2c(Cl)cccc2Cl)c1/C(N)=N/OC(=O)C(C)(C)C,-2,-2,0.0,-5,-0.2,-12,1,2,3
O=S(=O)(Oc1ccc(Cl)cc1)c1cccc2cccnc12,0,4,-0.1,-5,2.7,0,-2,-6,-41
CCC(C)c1ccccc1NC(=O)C(C)OC(=O)CN1C(=O)NC(C)(C)C1=O (stereo not given),-7,-9,0.1,-2,1.8,-7,3,1,-2
Cc1nc2ccc(NS(=O)(=O)c3ccc(F)c(C)c3)cc2[nH]1,-1,8,-0.2,-1,-2.6,-19,0,-5,-6
CCOC(=O)Nc1ccccc1C(=O)N1CCOCC1,-1,-4,-0.1,-3,1.0,7,0,-1,-2
CN=C1SC(CC(=O)Nc2ccc(C(=O)O)cc2)C(=O)N1C (stereo not given),-2,-3,-0.2,-5,-1.8,0,-1,2,-5
Cc1ccc(/C(O)=C2\C(=O)C(=O)N(C)C2c2cccc([N+](=O)[O-])c2)cc1 (stereo not given),7,0,0.0,1,-2.3,-13,-2,12,-6
COc1ccc(NC(=O)C2CCN(S(=O)(=O)c3ccc4c(c3)NC(=O)C(C)S4)CC2)cc1 (stereo not given),-1,6,0.0,-2,0.5,5,1,8,7
Cc1nc2ccc(S(=O)(=O)NCC(=O)Nc3ccc(F)cc3)cc2s1,0,-13,0.0,-2,1.9,1,2,-13,-4
N#CCCn1cc(/C=N/O)c(-c2ccc(F)cc2)n1,-1,1,-0.2,-1,1.3,1,-5,18,-6
O=C(NNc1ccc(C2CCCCC2)cc1)C(O)(c1ccccc1)c1cccs1 (stereo not given),0,0,0.0,9,4.0,-12,2,-4,6
O=C(c1ccco1)N1CCN(Cc2ccc(Cl)cc2)CC1,-5,-7,0.0,-1,4.0,4,1,3,-1
COc1ccc(/C=N\NC(=O)c2ccccc2F)cc1COc1ccc(F)cc1,0,-12,-1.3,1,4.8,-12,1,7,4
CCN(CC)C(=O)CSc1nnc(-c2cccc(OC)c2)o1,-2,11,0.1,0,-1.1,15,0,-5,-1
O=C(CCNC(=O)c1ccco1)Nc1ccc(F)c(Cl)c1,-4,8,0.1,-5,4.0,-9,2,0,-6
Cc1c(Cl)cccc1NC(=O)COc1ccc(S(=O)(=O)N2CCOCC2)cc1,4,10,0.3,0,-1.5,6,1,15,1
COC(=O)C1C(=O)c2c([nH]c(C(=O)OC3CCCC3)c2C)CC1C (stereo not given),4,-2,0.1,-3,2.6,14,0,5,3
O=C(NCC1(N2CCOCC2)CCCCC1)c1ccc(Cl)c(S(=O)(=O)NCc2ccco2)c1,15,-3,0.0,-1,4.6,-2,-1,7,5
COc1cc(/C=C(\C#N)c2nc3ccccc3o2)ccc1O,6,-15,0.4,-21,-7.6,-3,164*,6,-15
Cc1nc2nc(SCC(=O)N3CCOCC3)nn2c(C)c1Cc1ccccc1,3,-1,0.1,3,2.6,14,1,-5,-1
CCOC(=O)c1cnc(SCC(=O)N2CCC(C(N)=O)CC2)nc1N,1,-4,0.0,-3,-0.9,4,-2,-3,2
Cn1c(=O)c2ncn(CC(=O)NCCC3=CCCCC3)c2n(C)c1=O,-2,7,-0.1,2,0.3,-7,0,-7,-3
CCCCc1ccc(NC(=O)c2ccc(N(C)S(C)(=O)=O)cc2)cc1,-1,1,0.1,-4,0.1,4,2,-5,1
Cc1ccc(S(=O)(=O)Nc2nc3ccccc3nc2NCC2CCCO2)cc1 (stereo not given),-2,-1,0.1,3,-1.5,-9,1,1,-2
O=S(=O)(N1CCCCC1)n1nnc2ccccc21,2,2,0.0,5,0.5,14,-2,4,0
CCC(CC)C(=O)Nc1cccc(C(=O)Nc2ccc(S(=O)(=O)Nc3ccc(C)cc3)cc2)c1,1,1,-0.1,8,10*,-20,2,-12,11
O=C1CC(N2CCN(c3ccc(C(=O)c4ccc(F)cc4)cc3)CC2)C(=O)N1 (stereo not given),-4,1,-0.1,-2,2.0,-24,-2,3,-4
COc1ccc(N2CCN(C(=O)c3sc4ncn(CC(=O)N5CCCCC5C)c(=O)c4c3C)CC2)cc1 (stereo not given),-5,-10,0.2,-3,3.5,-11,1,6,-2

2 entries drawn at random from the list so far:
SMILES,CTSL1 counter,EBNA-1 inh,Efflux pump mplx,PP1 inh,PP5 primary,ZTA counter,TPT1 inhibitor,PREPL inh,core dimer inh
O=S(=O)(N1CCCCC1)n1nnc2ccccc21,2,2,0.0,5,0.5,14,-2,4,0
COc1cc(/C=C(\C#N)c2nc3ccccc3o2)ccc1O,6,-15,0.4,-21,-7.6,-3,164*,6,-15

Additional structures:
SMILES,CTSL1 counter,EBNA-1 inh,Efflux pump mplx,PP1 inh,PP5 primary,ZTA counter,TPT1 inhibitor,PREPL inh,core dimer inh
Cc1ccc(NS(=O)(=O)c2ccc3c(c2)NC(=O)C(C)C(=O)N3)cc1C (stereo not given),-4,9,-0.1,-1,1.5,-1,0,3,-2
O=C(CN1CCN(c2cccc(Cl)c2)CC1)NC1CCCc2ccccc21 (stereo not given),-2,-8,0.1,-3,3.1,-1,0,-3,2
COc1cc(-c2nc3cnccc3n2C)cc(OC)c1OC,1,9,-0.2,2,0.1,-4,0,21,-21
CCOC(=O)c1sc(C)nc1C1CCN(C(=O)OCC)CC1,-3,-7,0.1,0,1.6,-11,-8,0,5
Cn1c(=O)oc2cc(S(=O)(=O)N3CCCC(C(=O)NCc4cccs4)C3)ccc21 (stereo not given),3,8,0.0,0,-1.4,8,3,1,-7
CCOC(=O)C1=NN(c2ccc(C)cc2)C2(S1)SC(C(C)=O)=C(C)N2c1ccccc1 (stereo not given),1,0,-0.1,0,1.4,-7,1,8,12
CCOc1ccc2oc(C(=O)N(CC)CC(=O)Nc3c(F)cccc3F)c(C)c2c1,2,3,-0.1,-5,-0.6,-9,0,0,11
COc1ccc([N+](=O)[O-])cc1-n1cccc1,-2,0,0.0,9,-0.9,-1,3,9,2
COc1cc(C2=NOC(C(=O)NCc3cccs3)C2)cc(OC)c1OC (stereo not given),-4,-5,0.0,3,2.8,-21,1,17,-5
COc1ccc(-c2cc(=O)oc3cc(OCC(=O)N4CCOCC4)ccc23)cc1,1,2,-0.1,-1,0.1,9,-3,6,15
O=C(N/N=C/C(Br)=C/c1ccccc1)C(O)c1ccccc1 (stereo not given),7,-6,0.1,-2,-1.4,-7,-2,-7,0
COc1ccc(CN2CCC(C(=O)N3CCCC(C)C3)CC2)cc1OC (stereo not given),2,3,0.0,-5,-0.3,20,12,10,11
CCOc1ccc(/C=C(\C)C(=O)c2c(C)cc(C)[nH]c2=O)cc1,4,13,0.0,0,-0.3,-5,2,0,-3
N#CC(C#N)=C1NC2(CCCC2)Cc2ccccc21,-4,0,2.5,0,-0.5,1,-2,-2,-1
COc1ccc([C@H]2CC(=O)C=C(c3cc(F)ccc3OC)C2)cc1,/,/,-0.1,1,0.6,-3,/,1,/
Cn1c(-c2ccc3c(c2)OCO3)cnc1N,1,-5,0.1,1,1.5,6,0,22,0
Cc1cccc(-n2nnnc2SCC(=O)c2cc(C)n(Cc3ccco3)c2C)c1,2,11,0.2,11,-2.6,-5,-3,-7,2
CCOc1ccc(OCC)c(NC(=O)CCS(=O)(=O)c2ccc(C)cc2)c1,-6,1,0.0,-2,2.8,-2,-3,0,1
O=C(N/N=C/c1ccccc1F)NC12CC3CC(CC(C3)C1)C2,6,-9,-0.2,-3,-4.3,2,-1,18,18
COC(=O)CSc1nnc(-c2ccc(OC)cc2OC)o1,-1,0,0.0,1,2.7,-3,-4,18,-1

Structural class, the compounds so far containing four or more nitrogen atoms
SMILES,CTSL1 counter,EBNA-1 inh,Efflux pump mplx,PP1 inh,PP5 primary,ZTA counter,TPT1 inhibitor,PREPL inh,core dimer inh
N#CCCn1cc(/C=N/O)c(-c2ccc(F)cc2)n1,-1,1,-0.2,-1,1.3,1,-5,18,-6
Cc1nc2nc(SCC(=O)N3CCOCC3)nn2c(C)c1Cc1ccccc1,3,-1,0.1,3,2.6,14,1,-5,-1
CCOC(=O)c1cnc(SCC(=O)N2CCC(C(N)=O)CC2)nc1N,1,-4,0.0,-3,-0.9,4,-2,-3,2
Cn1c(=O)c2ncn(CC(=O)NCCC3=CCCCC3)c2n(C)c1=O,-2,7,-0.1,2,0.3,-7,0,-7,-3
Cc1ccc(S(=O)(=O)Nc2nc3ccccc3nc2NCC2CCCO2)cc1 (stereo not given),-2,-1,0.1,3,-1.5,-9,1,1,-2
O=S(=O)(N1CCCCC1)n1nnc2ccccc21,2,2,0.0,5,0.5,14,-2,4,0
COc1ccc(N2CCN(C(=O)c3sc4ncn(CC(=O)N5CCCCC5C)c(=O)c4c3C)CC2)cc1 (stereo not given),-5,-10,0.2,-3,3.5,-11,1,6,-2
Cc1cccc(-n2nnnc2SCC(=O)c2cc(C)n(Cc3ccco3)c2C)c1,2,11,0.2,11,-2.6,-5,-3,-7,2

Screening results as filed in PubChem.
